Screening results deposited in PubChem by several laboratories.
CendR NRP1 mod: alters CendR peptide binding to human NRP-1; O14786; inhibition, % at 25 µM; actives 0.85% (n = 360,000); FAM-RPARPAR peptide binding to NRP-1, fluorescence polarization;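 active = inhibition or corrected inhibition above about 18%, plus a signal ratio from 0.5 to 1.5, limit read from the data, passing the limit was not always enough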; note: strong numbers were not always called active
MsrA act: activators of bovine methionine sulfoxide reductase A. purified bovine MsrA, absorbance read-out. activation, % at 10.6 µM. actives 0.3% (n = 360,000); in the data active = activation above about 7.5%;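 note: 0% = vehicle and 100% = reference activator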
MLLE-PAM2 inh: inhibitors of microRNA-mediated deadenylation, human PABP1 MLLE binding | GST-MLLE / FITC-PAM2 fluorescence polarization | inhibition, % at 20 µM | actives 0.36% (n = 360,000) | P11940; in the data active = inhibition above about 35%, passing the limit was not always enough;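 note: plate controls were DMSO wells with GST-MLLE for no effect and wells lacking GST-MLLE protein for full effect; some results filed as inactive read as strong as hits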
eLon inh: inhibits E. coli Lon protease; P0A9M0; purified E. coli Lon protease, fluorescence polarization; inhibition, % at 7.94 µM; actives 0.42% (n = 360,000); AID 602123; in the data active = inhibition above about 13%, passing the limit was not always enough;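 note: 0% = enzyme with probe and DMSO and 100% = no enzyme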
Target sequence (P0A9M0 whole entry, looked up): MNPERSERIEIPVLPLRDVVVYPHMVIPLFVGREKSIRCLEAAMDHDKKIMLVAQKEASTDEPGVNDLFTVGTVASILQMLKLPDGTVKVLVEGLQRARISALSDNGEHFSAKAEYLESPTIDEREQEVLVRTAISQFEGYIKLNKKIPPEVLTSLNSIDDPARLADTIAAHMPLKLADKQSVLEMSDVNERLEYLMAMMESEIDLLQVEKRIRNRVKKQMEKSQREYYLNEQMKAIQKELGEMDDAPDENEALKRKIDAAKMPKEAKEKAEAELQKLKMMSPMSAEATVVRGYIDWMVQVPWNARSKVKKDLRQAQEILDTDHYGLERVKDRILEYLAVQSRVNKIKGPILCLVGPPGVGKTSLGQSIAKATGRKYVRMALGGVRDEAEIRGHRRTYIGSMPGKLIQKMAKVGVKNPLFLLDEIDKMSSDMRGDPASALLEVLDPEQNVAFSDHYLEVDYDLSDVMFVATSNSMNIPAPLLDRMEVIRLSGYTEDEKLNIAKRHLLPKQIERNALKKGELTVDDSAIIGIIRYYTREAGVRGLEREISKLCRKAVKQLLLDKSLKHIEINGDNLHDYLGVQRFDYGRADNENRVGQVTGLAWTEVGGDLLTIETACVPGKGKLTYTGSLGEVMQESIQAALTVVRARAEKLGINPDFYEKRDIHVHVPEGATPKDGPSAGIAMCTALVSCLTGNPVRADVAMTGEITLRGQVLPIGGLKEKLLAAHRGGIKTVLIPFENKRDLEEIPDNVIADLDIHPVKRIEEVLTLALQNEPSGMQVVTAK
SKN-1 inh: C. elegans SKN-1 inhibition; C. elegans VP596 Pgst-4::GFP/RFP ratio, acrylamide-induced, 24 h; inhibition, % at 21.8 µM; actives 0.49% (n = 360,000); AID 624304;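 active = interference check ratio from 0.5 to 1.5 plus GFP to RFP signal ratio inhibition reaching or exceeding a fixed threshold, cut at about 30% in these data, passing the limit was not always enough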; note: some compounds called inactive have numbers as strong as hits
FAS TE block: blocks the thioesterase domain of human fatty acid synthase; P49327; recombinant FAS-TE, OMFH fluorogenic substrate, fluorescence endpoint; inhibition, % at 15 µM; actives 0.67% (n = 360,000); AID 602261;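 active = compounds whose normalised, plate-corrected inhibition of enzyme fluorescence in the single-dose primary screen is 50% or more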;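 note: 0% = DMSO with enzyme and 100% = substrate without enzyme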
MT1-MMP act inh: MT1-MMP (human) activation inhibition; P50281; HT1080 RFP-PRO-GFP cells, GFP/RFP ratio fluorescence, overnight; percent of plate control window, DMSO zero; GFP/RFP ratio change, % at 20 µM; actives 0.061% (n = 360,000); AID 651647;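 active = GFP/RFP ratio change of at least 30% with cell ATP level not reduced by more than half and red fluorescence within 50% of control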; note: strong numbers were not always called active
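Assay system: HT1080 RFP-PRO-GFP cells | Dosing: 20 µM single dose, 1% DMSO | Incubation: Cells overnight before dosing, compound overnight, 37 °C, 5% CO2 | Evaluation: GFP/RFP fluorescence ratio | Control set: DMSO-only wells and HT1080 RFP-L50D-GFP cell wells as references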
Neddyl block: cullin neddylation inhibition; AID 651699; P61081+Q13564; TR-FRET cullin neddylation, biochemical; actives 0.58% (n = 360,000); calls only at 25 µM; in the data active = inhibition above about 36%
Rin1-Abl PPI inh: blocks binding of human Rin1 to Abl | P00519+Q13671 | TR-FRET Rin1/Abl binding, biochemical | inhibition, % at 7.35 µM | actives 0.4% (n = 360,000); in the data active = inhibition above about 5%, passing the limit was not always enough
Starred values were filed as active, the others as inactive; i = inactive.

1) C=CCC(NCc1ccco1)c1ccc(OC)c(OC)c1 (configuration not stated)
2) Cc1ccc(C(=O)N(C)CC(=O)Nc2ccc(N3CCOCC3)cc2)s1
3) CCC[C@H]1CN(c2ccc(Br)cc2)C(=O)[C@@H]1CC(=O)NC
4) CCCCNS(=O)(=O)c1ccc(NC(=O)c2cccs2)cc1
5) CC(C)CC(=O)Nc1ccc2c3c(cccc13)CC2
6) O=C(c1ccc(S(=O)(=O)Nc2ccc(F)cc2)cc1)N1CCN(C(=O)c2ccco2)CC1
7) COc1ccccc1OC1OC2COC(c3ccco3)OC2C(O)C1NC(C)=O (configuration not stated)
8) O=C(Nc1nc2ccccc2[nH]1)c1ccc([N+](=O)[O-])cc1

screen / no.	1	2	3	4	5	6	7	8
CendR NRP1 mod	4	-3	0	0	-9	0	8	1
MsrA act	-2	-4	-4	-9	-3	-3	0	-3
MLLE-PAM2 inh	1	1	-4	6	-2	4	-2	-6
eLon inh	4	-10	-1	-2	1	4	-1	-6
SKN-1 inh	-1	35*	4	3	3	-7	10	-4
FAS TE block	-6	-5	-8	2	-11	-5	-11	8
MT1-MMP act inh	1	-1	2	5	1	-5	1	-2
Neddyl block	i	i	i	i	i	i	i	i
Rin1-Abl PPI inh	-1	2	-1	0	-1	-1	3	1

9) Cc1cccc(N(CC(=O)NC(C)C)C(=O)CCC(=O)Nc2nccs2)c1
10) O=C(CN1C(=O)CSc2ccccc21)N/N=C/c1ccco1
11) Cc1cc2ccccc2n1CCC(=O)O
12) CN(C)S(=O)(=O)N1CCN(c2ccc([N+](=O)[O-])c(N3CCOCC3)c2)CC1
13) Cc1c([N+](=O)[O-])c([N+](=O)[O-])nn1CC(=O)NCCc1ccccc1
14) Cc1ccccc1CN1CCN(S(=O)(=O)c2ccc(F)cc2)CC1
15) CCCc1cc(=O)oc2c3c(c4c(c12)OC(C)(C)C=C4)OC(C)C(C)C3O (configuration not stated)
16) CSc1ccccc1NC(=O)CN(C)C(=O)Cc1c[nH]c2ccccc12

screen / no.	9	10	11	12	13	14	15	16
CendR NRP1 mod	9	3	10	9	-33	-6	11	-3
MsrA act	-1	-7	7	-3	-5	-4	-9	1
MLLE-PAM2 inh	-1	7	1	1	-7	0	12	-20
eLon inh	3	2	-1	-10	1	-2	-1	-11
SKN-1 inh	-6	-6	13	-3	6	-3	8	15
FAS TE block	-6	-3	-5	2	17	16	16	-6
MT1-MMP act inh	1	-4	9	-2	0	-7	-5	-3
Neddyl block	i	i	i	i	i	i	i	i
Rin1-Abl PPI inh	-4	0	4	-3	1	1	-7	2

17) Cn1cc(Br)c(C(=O)n2cc(Br)cn2)n1
18) C=CCC[C@@H](Cc1ccc(F)cc1)C(=O)OC[C@@H](C)NC(=O)[C@@H](CC=C)CC(=O)N[C@H](CO)Cc1ccccc1
19) O=[N+]([O-])c1ccc(CN2CCN(Cc3c[nH]c4ccccc34)CC2)cc1
20) COc1ccc(CNC(=O)Nc2ccc(C)c(C)c2)cc1
21) CSc1cccc(NC(=O)Nc2ccccc2C(N)=O)c1
22) CN1CCN(CC(=O)Nc2ccc(S(=O)(=O)N(C)C)cc2)CC1
23) O=C(CSc1ncn[nH]1)Nc1ccnc2ccccc12
24) O=C(COC(=O)Cn1cnc2ccccc21)Nc1cccc2c1C(=O)c1ccccc1C2=O

screen / no.	17	18	19	20	21	22	23	24
CendR NRP1 mod	-15	11	1	6	-6	9	2	-35
MsrA act	-2	2	-4	-8	-9	-3	2	0
MLLE-PAM2 inh	-1	1	-11	-6	10	-7	-17	3
eLon inh	2	-5	3	-7	2	-5	-2	49*
SKN-1 inh	2	1	3	-7	-9	11	-3	8
FAS TE block	-4	20	2	-5	1	-2	-11	7
MT1-MMP act inh	0	-4	1	1	-2	-2	-6	-7
Neddyl block	i	i	i	i	i	i	i	i
Rin1-Abl PPI inh	2	4	4	-1	4	2	1	-2

25) O=C(CN1CCN(Cc2ccccc2)CC1)Nc1ccc(F)c(F)c1
26) CCOC(=O)c1cnc2c(OC)cccc2c1Oc1ccccc1
27) CCSc1cc(N2CC(C)OC(C)C2)nc(-c2ccccc2Cl)n1 (configuration not stated)
28) COCCCNC(=O)CSc1nc2ccccc2c(=O)n1CCCC(=O)NCC1CCCO1 (configuration not stated)
29) Cc1occc1C(=O)Nc1cc(C(F)(F)F)ccc1Cl
30) CN1/C(=C\C(=O)COC(=O)c2ccc(O)cc2)C(C)(C)c2ccccc21
31) Cc1ccc(Cl)cc1N1CCN(Cc2cc3c(cc2O)CCC3)CC1
32) Cc1cc(C)cc(NS(=O)(=O)c2ccc3[nH]c(=O)ccc3c2)c1

screen / no.	25	26	27	28	29	30	31	32
CendR NRP1 mod	7	6	13	-4	7	-39	4	4
MsrA act	1	-4	0	-2	-5	-6	-3	-3
MLLE-PAM2 inh	1	3	8	1	-1	-26	-3	-21
eLon inh	8	-5	-8	-5	-2	-14	-10	-1
SKN-1 inh	24	2	2	5	-4	32	3	14
FAS TE block	-1	-1	18	-8	13	5	9	12
MT1-MMP act inh	0	-7	0	5	-4	7	2	-3
Neddyl block	i	i	i	i	i	i	i	i
Rin1-Abl PPI inh	5	0	-1	1	-4	-1	-3	-2

4 entries from above, arranged by count of non-hydrogen atoms, falling:
28) COCCCNC(=O)CSc1nc2ccccc2c(=O)n1CCCC(=O)NCC1CCCO1 (configuration not stated)
25) O=C(CN1CCN(Cc2ccccc2)CC1)Nc1ccc(F)c(F)c1
27) CCSc1cc(N2CC(C)OC(C)C2)nc(-c2ccccc2Cl)n1 (configuration not stated)
32) Cc1cc(C)cc(NS(=O)(=O)c2ccc3[nH]c(=O)ccc3c2)c1

screen / no.	28	25	27	32
CendR NRP1 mod	-4	7	13	4
MsrA act	-2	1	0	-3
MLLE-PAM2 inh	1	1	8	-21
eLon inh	-5	8	-8	-1
SKN-1 inh	5	24	2	14
FAS TE block	-8	-1	18	12
MT1-MMP act inh	5	0	0	-3
Neddyl block	i	i	i	i
Rin1-Abl PPI inh	1	5	-1	-2

Continued:
33) COc1ccc(S(=O)(=O)N2CCNCC2)cc1OC
34) O=CNC(=O)c1ccccc1C(=O)O
35) CCCc1nc2ccc(NC(=O)c3ccco3)cc2c(=O)n1Cc1ccc(Cl)cc1
36) CN(C)CCCCOc1ccc(Br)cc1Cl
37) CCn1c(=S)sc2c(=O)n(CC(=O)Nc3ccccc3)c(C)nc21
38) C=CCSc1nc2sc(C)c(C)c2c(=O)n1CC=C
39) CCOc1ccc(NC(=O)CCC(=O)O)cc1
40) Cc1c(OCc2ccccc2)c(=O)ccn1Cc1ccccc1

screen / no.	33	34	35	36	37	38	39	40
CendR NRP1 mod	7	-5	-3	1	8	4	9	4
MsrA act	-2	-3	-1	0	4	-3	-1	-2
MLLE-PAM2 inh	14	-1	-9	12	11	-16	-3	0
eLon inh	7	0	-2	0	-4	-2	2	-10
SKN-1 inh	-1	0	6	4	10	11	5	1
FAS TE block	0	-6	25	-6	43	21	-5	-3
MT1-MMP act inh	4	-3	1	-1	8	0	1	-5
Neddyl block	i	i	i	i	i	i	i	i
Rin1-Abl PPI inh	-1	0	-1	-6	-3	3	3	0

41) O=C(Nc1ccccc1N(C(=O)c1ccco1)S(=O)(=O)c1cccs1)c1ccco1
42) Cc1ccc2c(c1)-c1c(cnn1CC(=O)Nc1ccccc1N1CCN(C)CC1)CO2
43) O=C(COC(=O)c1ccccc1SCC(=O)N1CCCC1)NC1CCS(=O)(=O)C1 (configuration not stated)
44) COc1ccc(/C=C/C(=O)OCCNC(=O)c2ccncc2)cc1OC
45) Cc1cc(C)c(NC(=O)Nc2ccccc2)c(C)n1
46) COc1ccc(NC(=O)NNC(=O)c2cc3ccccc3cc2O)cc1
47) OCC[C@@H]1C[C@@H](O)[C@H](O)[C@@]2(CCCCO2)O1
48) CC(C)C1Oc2ccccc2N(CC(=O)N(C)C2CCCCC2)C1=O (configuration not stated)

screen / no.	41	42	43	44	45	46	47	48
CendR NRP1 mod	-6	-2	-9	7	9	-3	16	11
MsrA act	-4	-6	-1	-3	-3	-5	-3	-3
MLLE-PAM2 inh	11	0	27	8	13	-3	2	16
eLon inh	-15	-5	-6	2	-6	4	1	-2
SKN-1 inh	-1	5	-12	-7	-18	-7	4	6
FAS TE block	4	-8	-6	-4	-6	5	-5	1
MT1-MMP act inh	-3	-3	-1	-3	-3	-1	1	3
Neddyl block	i	i	i	i	i	i	i	i
Rin1-Abl PPI inh	2	-2	-3	-4	4	-1	0	-2

49) COc1ccc(-c2nnc(SCC(=O)Nc3cccc(Cl)c3)o2)cc1
50) COC(=O)C1CCN(C(=O)c2ccc(SC)cc2OC)CC1
51) COc1ccc(C(=O)N(c2ccccc2)C2C=CS(=O)(=O)C2)cc1 (configuration not stated)
52) CCC(=O)N1CCCC(C)(C(=O)Nc2ccc(OC(F)F)cc2)C1 (configuration not stated)
53) Cc1ccc(NC(=O)c2ccc(Cl)cc2[N+](=O)[O-])nc1
54) COc1ccc(NC(=O)c2ccccc2NC(=O)CN2CCCCCC2)cc1
55) CCOc1ccc(CCNC(=O)c2ccc(OCc3c(C)noc3C)cc2)cc1OCC
56) Cc1ccc2cc(C#N)c(N3CCCN(C(=O)C4CCCO4)CC3)nc2c1 (configuration not stated)

screen / no.	49	50	51	52	53	54	55	56
CendR NRP1 mod	-5	-1	-3	-9	-2	13	-1	-46
MsrA act	-3	0	-11	1	-4	1	-1	-4
MLLE-PAM2 inh	-99	16	10	5	-3	4	21	4
eLon inh	-6	-2	-6	-2	0	-6	5	1
SKN-1 inh	3	-12	-3	8	8	-1	14	-2
FAS TE block	-8	-3	-4	-4	-7	7	0	-15
MT1-MMP act inh	0	2	-7	-1	-4	-1	-3	-13
Neddyl block	i	i	i	i	i	i	i	i
Rin1-Abl PPI inh	6	-7	-3	0	-2	3	4	-1

57) CCc1nn(CC(=O)NCCCN2CCCC2=O)c(=O)c2cc3sccc3n12
58) CCN(CC(=O)N1CCOCC1)S(=O)(=O)c1ccc(Cl)cc1
59) CN1CCN(C(=O)c2ccc(S(=O)(=O)N(C)c3ccccc3)cc2)CC1
60) Cn1c(SCc2cccc(Br)c2)nnc1-c1ccccn1
61) O=C(Cn1nc(C(F)(F)F)c2c1CCCC2)N1CCOCC1

screen / no.	57	58	59	60	61
CendR NRP1 mod	-1	5	4	-4	-26
MsrA act	-4	-3	0	1	-3
MLLE-PAM2 inh	2	-12	15	-25	8
eLon inh	-1	2	-6	-6	-4
SKN-1 inh	-6	7	-3	26	12
FAS TE block	-6	-7	-11	8	-6
MT1-MMP act inh	2	-2	4	2	3
Neddyl block	i	i	i	i	i
Rin1-Abl PPI inh	-1	3	2	4	-2
